FID counter: counter-screen for HCV NS3 helicase inhibitors: DNA intercalator displacement. DNA fluorescent intercalator displacement, fluorescence. inhibition, % at 7.9 µM. 0.17% of 290,000 active. AID 1845; in the data active = inhibition above about 37%;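 also: 0% = vehicle and 100% = reference compound; higher means more ethidium bromide displaced from hairpin DNA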
MEKK2 WT-MEK5: raises or lowers MEK5 binding to wildtype human MEKK2 PB1 domain; Q9Y2U5; bead flow cytometry, Alexa488-MEK5 binding to MEKK2 WT; actives lie on both sides; binding response (% of control), % at 10 µM; 1.1% of 290,000 active; AID 1531; in the data active = binding response below about 67% or above about 130%
MEKK3 PB1 HTS: MEKK3-MEK5 PB1 interaction, increase or decrease | Q99759 | binding response (% of control), % at 10 µM | 1.4% of 290,000 active | bead-based flow cytometry, Alexa488-MEK5 binding to MEKK3; actives lie on both sides; 0 = blocked by unlabeled MEK5, 100 = vehicle;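 active = binding response more than 3 SD above or below the average of its plate-row segment, actives on both sides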;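 also: Alexa488 bead fluorescence after subtracting the streptavidin-only scavenger bead signal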
Target sequence (Q99759 whole entry, looked up): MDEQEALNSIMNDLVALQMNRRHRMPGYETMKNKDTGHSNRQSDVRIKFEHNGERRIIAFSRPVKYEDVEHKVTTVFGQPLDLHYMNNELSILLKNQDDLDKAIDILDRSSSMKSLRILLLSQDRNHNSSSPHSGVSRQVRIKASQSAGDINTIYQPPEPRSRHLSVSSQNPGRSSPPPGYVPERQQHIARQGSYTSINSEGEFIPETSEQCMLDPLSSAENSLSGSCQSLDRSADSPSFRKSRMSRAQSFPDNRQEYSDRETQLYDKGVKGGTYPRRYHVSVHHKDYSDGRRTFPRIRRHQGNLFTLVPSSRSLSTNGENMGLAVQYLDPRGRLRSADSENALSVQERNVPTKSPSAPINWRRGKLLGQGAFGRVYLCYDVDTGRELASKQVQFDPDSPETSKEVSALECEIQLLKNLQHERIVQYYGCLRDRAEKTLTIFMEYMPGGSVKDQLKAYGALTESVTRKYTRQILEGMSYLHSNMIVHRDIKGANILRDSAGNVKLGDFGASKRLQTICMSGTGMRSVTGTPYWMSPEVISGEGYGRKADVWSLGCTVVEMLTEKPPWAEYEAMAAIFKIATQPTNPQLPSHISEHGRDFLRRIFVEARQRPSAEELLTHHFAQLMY
CRFR2-BP antag: CRF-BP/CRF-R2 complex antagonism. AID 588475. 0.59% of 350,000 active. inhibition, % at 11.8 µM. HEK293 CRF-R2/CRF-BP, CRF-induced calcium fluorescence;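 active = inhibition of the ligand-induced calcium signal above about 50% at the single tested concentration, limit read from the data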
NS3 helicase inh: HCV NS3 helicase inhibition | NS3 helicase DNA unwinding, Cy5 molecular beacon fluorescence | inhibition, % at 10.9 µM | 0.56% of 290,000 active | AID 1800;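 active = inhibition above the mean of all tested compounds plus 3 SD, set per campaign, cut at about 35% in these data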;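 also: 0% = DMSO wells and 100% = thioflavine S control wells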
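Material: hepatitis C virus NS3 helicase domain fragment enzyme; measured by: Cy5 fluorescence, 0 and 60 min reads; control set: DMSO and thioflavine S; incubation: 60 min unwinding reaction at 25 °C after ATP addition; read-out basis: % inhibition from 60/0 min fluorescence ratio, DMSO 0%, thioflavine S 100%; repeats: singlicate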
GalR3 antagonist: blocks the human galanin receptor 3 | O60755 | HEK293 GalR3-CNG cAMP membrane potential fluorescence; galR3 body fused to GalR1 C-terminus | inhibition, % at 3 µM | 0.44% of 360,000 active | AID 651719;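 active = inhibition above the screen-wide average plus 3 SD, cut at about 13% in these data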;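 also: forskolin and galanin both at EC90 stimulate the cells; cAMP rise reported by CNG channel membrane potential dye signal; 0% = forskolin plus galanin with DMSO and 100% = forskolin alone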
Target sequence (O60755 1-299 limits assumed): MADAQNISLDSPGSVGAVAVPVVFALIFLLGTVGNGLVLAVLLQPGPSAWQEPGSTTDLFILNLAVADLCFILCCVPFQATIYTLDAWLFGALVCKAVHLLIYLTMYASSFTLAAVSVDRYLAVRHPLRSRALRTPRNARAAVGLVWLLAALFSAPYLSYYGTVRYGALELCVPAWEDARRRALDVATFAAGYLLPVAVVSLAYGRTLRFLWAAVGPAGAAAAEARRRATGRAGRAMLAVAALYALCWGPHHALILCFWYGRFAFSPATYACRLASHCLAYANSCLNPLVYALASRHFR
SUMO HTRF inh: blocks human SUMOylation mediated by UBC9 | P63279 | HTRF SUMOylation assay, SAE1/SAE2 + UBC9, in vitro | inhibition, % at 35 µM | 0.36% of 290,000 active | AID 2006; in the data active = inhibition above about 50%, passing the limit was not always enough; also: strong numbers were not always called active
Target sequence (P63279 whole entry, looked up): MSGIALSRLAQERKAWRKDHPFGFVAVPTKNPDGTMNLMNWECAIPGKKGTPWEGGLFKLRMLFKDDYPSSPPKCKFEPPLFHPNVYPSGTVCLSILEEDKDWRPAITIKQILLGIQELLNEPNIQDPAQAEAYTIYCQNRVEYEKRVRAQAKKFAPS
CRFBP-R2 agonist: CRF-BP/CRF-R2 complex agonism; HEK293 CRF-R2/CRF-BP, calcium dye fluorescence (FLIPR); percent of saturating CRF peptide response; activation, % at 13.2 µM; 0.46% of 350,000 active;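 active = activation of at least 50%, plus an integration ratio under a set limit after plate pattern correction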;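 also: plate controls were neutral control wells without compound for no effect and CRF at EC100 for full effect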
MEKK2 mut-MEK5: signal of MEK5 binding to mutant human MEKK2 PB1 domain | bead flow cytometry, Alexa488-MEK5 binding to MEKK2 mutant | percent response, % at 10 µM | 0.35% of 290,000 active | AID 1530; in the data active = percent response above about 24%, passing the limit was not always enough; also: inactives centre near 1; some results filed as inactive read as strong as hits
An asterisk follows results filed as active; i = inactive; / = no result given. Only part of the results is shown; rates above refer to the full screens.

SMILES	FID counter	MEKK2 WT-MEK5	MEKK3 PB1 HTS	CRFR2-BP antag	NS3 helicase inh	GalR3 antagonist	SUMO HTRF inh	CRFBP-R2 agonist	MEKK2 mut-MEK5
O=[N+]([O-])c1ccn(-c2nc(-c3ccccc3)cc(C(F)(F)F)n2)n1	4	90	101	-42	-5	-2	0	0.3	-10
Cc1nn(C)c(C)c1CCC(=O)O	2	100	103	13	5	3	6	1.4	-3
CNC(=O)c1ccccc1-c1cn(C)c2ccccc2c1=O	-1	99	100	1	-1	2	15	-1.5	-1
COc1ccc(N/C=C/C(=O)c2sc(-c3ccccc3)nc2C)cc1	-12	91	98	3	0	9	-2	15	-4
COc1ccc(OC)c(S(=O)(=O)N2CCC(C(=O)NCc3cccnc3)CC2)c1	-6	103	101	-1	1	-11	-2	1.3	-1
COc1ccc(CC(=O)Nc2ccc(-c3ccc4nnc(C)n4n3)cc2)cc1OC	-25	106	104	13	-7	-2	15	-0.2	3
Cc1cc(N/N=C/c2ccc(O)cc2)nc(NS(=O)(=O)c2ccccc2)n1	-18	94	94	5	14	-1	29	-0.2	-17
CCOC(=O)N1CCN(C(=O)c2c(-c3c(Cl)cccc3Cl)noc2C)CC1	-18	112	102	1	-5	-8	3	0.4	2
Cc1nn(C)c(Oc2cccc(C(F)(F)F)c2)c1C=O	-2	101	105	0	3	0	-4	-2.1	1
Cc1cc(C(=O)CCl)c(C)n1CCc1ccc(F)cc1	4	95	102	-16	-13	-7	5	-0.4	-2

The list goes on; it opens with the four that closed the last part.
SMILES	FID counter	MEKK2 WT-MEK5	MEKK3 PB1 HTS	CRFR2-BP antag	NS3 helicase inh	GalR3 antagonist	SUMO HTRF inh	CRFBP-R2 agonist	MEKK2 mut-MEK5
Cc1cc(N/N=C/c2ccc(O)cc2)nc(NS(=O)(=O)c2ccccc2)n1	-18	94	94	5	14	-1	29	-0.2	-17
CCOC(=O)N1CCN(C(=O)c2c(-c3c(Cl)cccc3Cl)noc2C)CC1	-18	112	102	1	-5	-8	3	0.4	2
Cc1nn(C)c(Oc2cccc(C(F)(F)F)c2)c1C=O	-2	101	105	0	3	0	-4	-2.1	1
Cc1cc(C(=O)CCl)c(C)n1CCc1ccc(F)cc1	4	95	102	-16	-13	-7	5	-0.4	-2
O=C(COC(=O)c1cccnc1Nc1ccccc1F)NC1CC1	-6	101	118	19	-1	-2	18	-5.1	0
CCNC(=S)N1CCN(CC(=O)Nc2ccc(Br)cc2)CC1	-9	113	100	-1	7	3	12	1.2	11
COc1ccc2[nH]c(=O)c(CN(CCO)S(=O)(=O)c3c(C)ccc4nsnc34)cc2c1	-7	89	90	-3	-4	1	8	-0.2	-7
O=C(Nn1c(-c2ccc(Br)cc2)nc2ccccc2c1=O)c1ccncc1	-1	112	115	1	0	-5	13	-0.7	-2
CC(=O)Nc1ccccc1NS(=O)(=O)c1cccc([N+](=O)[O-])c1	0	101	103	0	-11	2	11	1.5	-2
CCn1nnc(NC(=O)c2c(OC)cccc2OC)n1	0	92	90	13	-5	-3	11	-1.9	-15
Cc1ccc(-c2nnc(NC3CCCC3)s2)cc1	-35	96	99	-2	-16	-7	11	1.1	4
Cc1ccc(-c2nnc(SCC(=O)N/N=C/c3c(C)nn(-c4ccccc4)c3C)n2-c2ccc(C)cc2)cc1	-1	92	98	20	-1	0	-9	8.5	-1
CCN(CC)CCCNC(=O)c1ccc2c(=O)n(Cc3ccc4c(c3)OCO4)c(=S)[nH]c2c1	27	144*	102	-11	-85	0	-7	-1.0	20
CC1CCC(NC(=O)Cn2c(=O)[nH]c3ccsc3c2=O)CC1 (stereo not drawn)	1	101	100	-46	4	4	20	-1.5	-2
O=C(C1=NNCC1c1ccccc1)C1CO1 (stereo not drawn)	0	86	84	1	7	0	-2	-1.9	-3
COc1ccc2[nH]c(C(=O)Nc3cccc(C)n3)cc2c1	-7	97	97	-18	6	1	18	-4.1	-2
Cc1ccc(S(=O)(=O)Nc2ccc3c(c2)OCCO3)cc1C	-3	98	105	-4	-18	-6	-6	-2.3	-4
COCCNC(=O)C(=O)N/N=C(\C)CC(=O)Nc1ccc2c(c1)OCO2	-16	93	93	5	-18	-6	12	-0.7	-9
Cc1ccc(NC(=S)N(CCN2CCCCC2)Cc2ccco2)cc1	16	96	91	15	-7	-1	12	-2.3	-3
O=C(CSc1nc2c(sc3ccccc32)c(=O)n1Cc1ccccc1)NCC1CCCO1 (stereo not drawn)	-1	98	99	30	-2	-1	25	-0.9	4
COC(=O)c1ccc(C(=O)N2CCCC(CNC(=O)c3ccc(F)cc3)C2)cc1 (stereo not drawn)	-15	99	99	-12	6	-6	24	-0.4	0
C=C[C@]1(C)C[C@H]1[C@H](NP(=O)(c1ccccc1)c1ccccc1)c1ccccc1	-9	100	103	-2	-3	-9	14	0.7	1
O=C(c1cccc(C(F)(F)F)c1)N1CCN(S(=O)(=O)c2ccc(Cl)s2)CC1	-32	99	95	-6	-3	-5	4	0.4	4
CC(C)(C)c1ccc(-c2noc(CCC(=O)NCc3ccco3)n2)cc1	-17	77	77	-2	-4	-7	7	1.5	-21
COc1ccc(-c2cc(C(F)(F)F)n3nc(C(=O)NCCCn4ccnc4)cc3n2)cc1	4	/	/	8	-4	6	33	-2.8	/
CCc1cc(=O)oc2c(C)c(OC(C)C(=O)N3CC[C@@]4(O)CCCC[C@H]4C3)ccc12 (stereo partly drawn)	-32	105	100	-12	7	0	15	-0.7	1
CCN(CC)C(=O)c1scc2c1OCCO2	2	107	106	-8	1	0	13	-0.6	8
O=C(Nc1cccc(S(=O)(=O)NC2=NCCCCC2)c1)c1cc(-c2ccccc2Cl)nc2ccccc12	-38	100	102	19	3	-1	-1	-2.0	-1
Fc1ccccc1CCNc1nnnn1-c1ccccc1	-5	103	101	-6	-6	-2	-2	-0.3	2
COc1ccc(C(=O)NC2CCN(CC(=O)NCc3ccccc3)CC2)cc1	-5	100	102	16	-1	-9	7	-2.7	2
COC(=O)c1sccc1NC(=O)c1c(C)noc1C	-4	103	101	-4	-1	1	-3	-1.3	9
COc1cc(OC)c2c(-c3ccccc3)cc(=O)oc2c1C(CCN1CCCCC1)c1ccc2c(c1)OCO2 (stereo not drawn)	/	177*	94	-17	/	-5	5	14	28*
CCn1c(N2CCN(C(=O)NC3CCCCC3)CC2)nc2ccccc21	-18	86	82	-2	5	7	11	-0.7	-8
COc1ccc(N2CC(C(=O)OCC(=O)Nc3cccc(C)c3C)CC2=O)cc1 (stereo not drawn)	-16	101	99	4	-4	-8	-11	-0.2	1
O=C1CC(C(=O)Nc2ccccc2)C2(CCCCC2)O1 (stereo not drawn)	-6	102	103	1	4	-3	24	-1.0	4
Cc1ccc(F)cc1NC(=O)Cc1nn(C)c(=O)c2ccccc12	0	99	102	-10	8	41*	32	0.4	2
COc1ccc(C(=O)N/C(=C\c2ccco2)C(=O)NCc2cccnc2)cc1	-6	100	104	12	-1	/	2	0.3	3
COc1ccccc1OCC(=O)N/N=C1\CCc2ccccc21	-15	94	95	-9	8	-1	-13	-1.2	1
Cc1ccc(CCC(=O)Nc2ccc([N+](=O)[O-])cc2)o1	1	101	95	15	3	-9	13	-4.1	2
CCc1nnc(NC(=O)Cc2cccs2)s1	-2	80	96	-9	16	-1	12	2.0	-8
CN1CCN(NC(=O)CN2C(=O)S/C(=C\c3c(Cl)cccc3Cl)C2=O)CC1	-27	91	86	10	30	-4	-1	-1.3	-3
Cc1ccc(Cl)cc1S(=O)(=O)N1CCC(C(=O)NC2CCN(Cc3ccccc3)CC2)CC1	15	117	100	-5	-39	-12	-7	7.7	5
CC(=O)N1c2ccccc2NC2=C(C(=O)CCC2)C1c1ccco1 (stereo not drawn)	-2	101	100	-2	14	4	15	1.0	1
COc1ccc(C2CC(C)(c3ccc(OC)cc3OC)Nc3ccccc3N2)c(OC)c1 (stereo not drawn)	-22	95	99	-3	-28	-4	2	2.2	-12
COc1ccc(CNC(=S)N/N=C/c2ccc(OC)c(OC)c2)cc1	-15	/	/	9	-7	-1	-24	0.1	/
CCCCN(C)C1=CC2=CC(=C(C#N)C#N)CCC2CC1 (stereo not drawn)	-3	86	101	i	4	-5	10	494	-8
CC1CCCC(C)N1C(=O)c1cc(-c2cccs2)on1 (stereo not drawn)	-9	102	103	8	9	-7	0	-1.4	7
COc1ccc(OC)c(Nc2nc(-c3sc(NC(=O)C(C)(C)C)nc3C)cs2)c1	-3	119	101	-17	-3	-8	10	2.6	4
O=C(NC1CCCCCCC1)c1cc(COc2ccc3ncccc3c2)on1	-17	109	108	-19	10	68*	-11	-0.1	3
CN1C(=O)c2cccc(N(C)C)c2C1=O	3	104	107	-10	-1	0	-3	1.3	5
COc1ccc(-c2ccc([C@H]3[C@@H]4C=CCC[C@@]4(C)C(=O)N3Cc3ccccc3)c(F)c2)cc1	/	86	86	-4	/	-6	1	1.1	-5
Cc1nc(C(=O)Nc2cccc(Cl)c2)nn1-c1cc(OC(C)C)c(Cl)cc1Cl	-17	98	101	-23	-8	-7	-20	-0.5	-1
Cc1cc(C)nc(-n2nc(C)cc2NC(=O)c2cccc(S(=O)(=O)N3CCCCC3)c2)n1	-3	90	93	/	-3	/	11	/	-8
CCC(CC)C(=O)Nc1cccc(C(=O)NCCc2ccccc2)c1	-29	105	119	29	-1	-8	11	-0.8	0
Next section.
SMILES	FID counter	MEKK2 WT-MEK5	MEKK3 PB1 HTS	CRFR2-BP antag	NS3 helicase inh	GalR3 antagonist	SUMO HTRF inh	CRFBP-R2 agonist	MEKK2 mut-MEK5
CCCOc1ccc(/C=N/NC(=O)CSc2ccccn2)cc1OC	-34	78	72	7	17	-1	16	-0.1	-30
Cc1ccc(S(=O)(=O)N2CCNC(=O)CC2)cc1	2	95	104	5	-5	0	6	-0.5	-8
COc1cc(Br)cc(Br)c1OCC(=O)N/N=C/c1c(C)n(C)n(-c2ccccc2)c1=O	-29	104	102	-1	-14	-2	2	1.4	-2
CCOC(=O)Cc1csc(NC(=O)C(CC(C)C)NC(=O)C2CCCCC2)n1 (stereo not drawn)	-31	101	103	0	0	-8	2	-1.4	3
C=CCn1c(SCc2nc3scc(-c4ccccc4)c3c(=O)[nH]2)nnc1-c1ccccc1F	-36	97	99	3	11	-8	7	1.1	-2
COc1cc(C(=S)N2CCOCC2)ccc1OC(=O)c1ccccc1C	-35	95	91	10	-8	-8	-14	0.2	-3
COc1ccc(C(=O)N2CCc3cc(OC)c(OC)cc3C2c2ccc(OC)c(OC)c2)cc1OC (stereo not drawn)	-55	104	100	0	-17	-6	1	0.1	-3
CCCc1n(CC(O)COCC2CC=CCC2)c2ccccc2[n+]1C (stereo not drawn)	15	91	91	-11	-4	-2	-5	0.3	-3
CCCOc1ccc(S(=O)(=O)n2cc(Br)c(=O)[nH]c2=O)cc1	-2	103	99	12	18	2	-14	-0.1	3
O=S(=O)(c1ccc(F)cc1)c1nc(-c2ccco2)oc1Nc1ccccc1	-19	103	104	-12	-6	-9	3	-0.4	-2
CC(=O)N1N=C(c2ccco2)CC1c1ccco1 (stereo not drawn)	-6	100	93	2	11	-12	0	-1.0	1
COc1ccc2c(/C=N/Nc3ccc(C(=O)O)cc3)c[nH]c2c1	-19	97	101	-4	31	-9	12	3.8	6
COc1ccc(-c2cc(C(=O)Nc3ccccc3F)on2)cc1	-8	105	112	11	3	2	27	-0.5	-2
